Screening results as filed in PubChem.
esBAF inh: Bmi1 luciferase reporter increase in mESCs, primary screen, esBAF inhibitor project, mouse ES cells, Bmi1 luciferase knock-in, single point | 24 h; 100% = twice the neutral-well signal | reporter increase, % at 12.5 µM | actives 2% (n = 350,000); in the data active = activation above about 40%; inconclusive = no clear call, values can overlap the other calls;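 also: 0% = median of the plate's neutral control wells and 100% = double that signal; a rise in the Bmi1 reporter signal indicates esBAF inhibition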
E-sel inducer: E-selectin induction in HUVECs, primary screen, imaging, HUVEC, immunofluorescence imaging, single point; normalized: neutral wells 0, TNF-alpha wells 100; activation, % at 7.58 µM; actives 0.37% (n = 260,000); AID 686992, 2013;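 active = mean E-selectin-positive cell signal at least 10% of the positive control, reached in at least 60% of replicates, without over 20% cell loss; inconclusive = no rule given, readout overlaps actives, possibly toxicity-flagged; inactive = the rest, including those meeting only one limit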;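 also: in these data hits start at about 27%; measured in HUVEC primary endothelial cells; signal is the percent of cells scored E-selectin positive by PE staining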
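Test system: HUVEC; input: 3,000 HUVEC/well; measured by: immunofluorescence imaging; read-out: % PE-positive cells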
EWS-Fli inh: EWS/Fli-driven NR0B1 reporter inhibitors, primary screen, A673 cells, NR0B1 luciferase, luminescence, MLPCN library | viability-normalised | inhibition, % at 12.6 µM | actives 0.67% (n = 350,000) | AID 651661, 2012;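 active = mean inhibition of at least 50% after viability correction, with every replicate also passing that limit; inconclusive = mean reaches 50% but only one of two replicates passes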;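 also: firefly luciferase signal divided by Alamar Blue viability fluorescence both relative to DMSO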
S100A4 inh HTS: inhibitors of S100A4-myosin IIA peptide binding, primary screen, biochemical, fluorescence polarization, TAMRA-MyoIIA peptide; actives 0.14% (n = 360,000); Protein S100-A4 (Homo sapiens), P26447; inhibition, % at 10.7 µM;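 active = mean inhibition of at least 70% across replicates, with every replicate also reaching that level; inconclusive = mean inhibition reaches 70% but some replicates fall short; inactive = mean inhibition below 70%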
Target sequence (P26447 whole entry, looked up): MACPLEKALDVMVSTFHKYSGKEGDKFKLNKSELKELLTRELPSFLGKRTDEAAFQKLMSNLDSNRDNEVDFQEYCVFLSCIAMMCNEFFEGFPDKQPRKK
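Test system – S100A4 monomer (human) · Compound – single-point compound testing · Schedule – 5 min incubation before reading · Probe or stimulus – TAMRA-labelled myosin IIA heavy-chain peptide probe, 5 nM · Benchmarks – neutral control DMSO, positive control TFP · Medium – Calcium-containing HEPES buffer, pH 7.2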
FN deposit inh: inhibitors of fibronectin matrix deposition, primary screen, AH1F cells, Alexa488-fibronectin fluorescence, plate reader; AH1F fibroblasts, overnight; inhibition, % at 12.6 µM; actives 0.086% (n = 350,000); AID 743247, 2014;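 active = mean inhibition across replicates of 30% or more, regardless of how many single replicates reach that level; inconclusive = mean under 30% yet at least half of replicates reach 30%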;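 also: positive control wells lacked labelled fibronectin entirely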
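Measured by – fluorescence 485/525 nm · System – AH1F fibroblast monolayer, labelled fibronectin deposition · Amount – 10000 cells per well · Buffer or medium – serum-reduced DMEM (2% serum) · Doses – single dose, pinned · Also added – fluorescent fibronectin at 24 nM final · Schedule – 1 h cell attachment, overnight exposure to compound and label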
RAD54 branch: inhibitors of human RAD54 branch migration, primary screen, biochemical, fluorescence, single point; inhibition, % at 10.4 µM; actives 0.14% (n = 360,000); RAD54 Holliday junction branch migration, FAM/BHQ fluorescence;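 active = mean normalized replicate activity at least 40 and at least half of replicates scoring 40 or more; inconclusive = only one of the two criteria met; inactive = mean below 40 and under half of replicates reaching 40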;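 also: 0% = median of neutral control wells and 100% = median of positive control wells; inhibitors cause a drop in the FAM fluorescence signal; in these data hits start at about 50%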
Target sequence (Q92698 whole entry, looked up): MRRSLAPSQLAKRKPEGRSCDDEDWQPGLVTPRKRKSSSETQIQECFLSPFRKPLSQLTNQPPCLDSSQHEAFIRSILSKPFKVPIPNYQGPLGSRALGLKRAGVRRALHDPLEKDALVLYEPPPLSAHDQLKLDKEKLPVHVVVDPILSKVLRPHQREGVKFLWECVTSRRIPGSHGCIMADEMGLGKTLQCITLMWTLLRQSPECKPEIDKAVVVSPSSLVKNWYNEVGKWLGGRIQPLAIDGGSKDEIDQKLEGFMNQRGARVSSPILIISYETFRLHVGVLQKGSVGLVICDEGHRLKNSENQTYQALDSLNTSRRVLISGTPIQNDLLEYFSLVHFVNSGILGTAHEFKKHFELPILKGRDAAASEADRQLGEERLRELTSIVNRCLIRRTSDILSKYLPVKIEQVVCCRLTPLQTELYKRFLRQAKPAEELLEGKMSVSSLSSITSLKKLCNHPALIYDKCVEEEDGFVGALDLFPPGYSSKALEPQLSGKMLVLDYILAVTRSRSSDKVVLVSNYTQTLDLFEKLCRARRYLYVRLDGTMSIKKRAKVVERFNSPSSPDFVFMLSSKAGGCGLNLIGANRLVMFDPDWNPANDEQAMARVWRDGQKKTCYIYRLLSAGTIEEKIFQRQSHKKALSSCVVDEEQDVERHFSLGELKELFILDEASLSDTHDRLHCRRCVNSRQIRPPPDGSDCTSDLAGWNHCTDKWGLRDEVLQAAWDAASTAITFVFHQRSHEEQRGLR
Xi reactivation: activators of inactive X chromosome reactivation, primary screen, imaging, XiGFP fibroblasts, GFP high-content imaging, set 2; actives 0.055% (n = 360,000); activation, % at 7.58 µM; AID 743238, 2013; XiGFP mouse fibroblasts, % GFP-positive cells imaging, 3 d; cells co-treated with 5-aza-dC sensitizer; scaled so ellipticine positive control = 100%;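 active = mean normalized replicate activation at least 10% and every replicate at or above 10%; inconclusive = only one of the two criteria met; inactive = mean below 10% and not all replicates reach 10%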;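 also: 0% = median of on-plate neutral control wells and 100% = ellipticine 6 µM median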
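Schedule: 3 d treatment, 15 min room-temperature fixation; system: 68-5-11 XiGFP fibroblast line; buffer or medium: DMEM plus 5-aza-dC sensitizer; control set: ellipticine 6 µM positive control; compound: one concentration, pinned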
RAD52 anneal inh: RAD52 DNA annealing inhibitors, primary screen, biochemical, FRET, single point, set 2; DNA repair protein RAD52 homolog (Homo sapiens), P43351; inhibition, % at 18.7 µM; actives 0.46% (n = 360,000); recombinant RAD52 DNA annealing, FRET fluorescence; AID 651710, 2012;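 active = every replicate showing at least 50% inhibition; inconclusive = mean inhibition at least 50% but not in every replicate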
Numbers without * were called inactive; u = inconclusive; x = no result given.

Values run as follows: esBAF inh	E-sel inducer	EWS-Fli inh	S100A4 inh HTS	FN deposit inh	RAD54 branch	Xi reactivation	RAD52 anneal inh
> CCCN(C)C[C@H]1OCCCC[C@@H](C)Oc2ccc(NC(=O)Nc3ccc(F)cc3)cc2C(=O)N([C@H](C)CO)C[C@@H]1C
→ -5	0.2	6	7	x	8	0.0	28
> CCOc1cc(CNCC2CCCO2)cc(Br)c1OCC(N)=O (stereo unspecified)
→ -6	x	x	2	4	-13	x	-1
> O=C(N[C@H]1CC[C@H](CCNS(=O)(=O)c2ccccc2Cl)O[C@@H]1CO)c1ccccc1
→ 0	0.6	5	-6	x	-8	0.5	-5
> Cc1ccccc1-c1nnc(SCc2ccc(F)cc2)o1
→ 28	x	x	0	x	2	x	0
> CC(=O)Nc1cccc(NC(=O)c2ccc(S(=O)(=O)NCc3ccco3)cc2)c1
→ -8	-0.2	11	-2	1	7	-0.2	-53
> c1ccc(CSc2ccc(-c3cccnc3)nn2)nc1
→ x	2.6	-93	0	6	x	-0.1	-29
> C[C@@H]1CN([C@@H](C)CO)C(=O)c2cc(C#CC3CC3)cnc2O[C@H]1CN(C)Cc1ccccc1C(=O)O
→ -5	0.1	-7	9	x	2	-0.5	-18
> COC(=O)c1c(-c2ccsc2)sc2ccc(-c3cc(OC)c(OC)c(OC)c3)cc12
→ 1	0.6	9	-9	-4	-13	1.2	-7
> Cc1noc(C)c1NC(=O)N(C)C[C@H]1Oc2c(NC(=O)Nc3cccc4ccccc34)cccc2C(=O)N([C@H](C)CO)C[C@@H]1C
→ 3	3.6	-9	2	x	5	0.6	5
> OC(CSc1nc(-c2ccccc2)c(-c2ccccc2)o1)CC(O)c1ccccc1 (stereo unspecified)
→ x	x	9	-2	x	2	x	4
> CC1CC(C)(C)NC(=S)N1CC(=O)NCc1ccc2c(c1)OCO2 (stereo unspecified)
→ x	0.8	-6	-5	-4	x	0.8	-1
> COc1ccc(CCNC(=O)CC(=O)N/N=C/c2ccc(C(=O)O)cc2)cc1OC
→ 1	0.5	8	-2	1	3	0.0	-8
> Cc1nnsc1C(=O)N1CCCC(N2CCN(c3cccc(C(F)(F)F)c3)CC2)C1 (stereo unspecified)
→ 1	x	x	-4	0	-2	0.1	8
> COc1cc(OC)cc(C(=O)NCC(=O)Nc2ccc(OC)c(Cl)c2)c1
→ 1	0.3	-13	-10	8	3	0.0	-9
> Cc1cc(NS(=O)(=O)c2ccc(NC(=O)CSc3nc4ncc(Br)cc4[nH]3)cc2)nc(C)n1
→ x	x	2	-1	-2	-4	0.0	-9
> COc1ccc(N(CC(=O)NN=C2CCCCCCC2)S(=O)(=O)c2ccccc2)cc1
→ 1	x	-1	2	x	3	x	-10
> C=C(C)COc1ccc(-c2nc(N)ncc2-c2ccc(Br)cc2)c(O)c1
→ -2	x	1	-3	3	1	0.1	-1
> Cc1oc2c(C)c3oc(=O)c(CCC(=O)NCCCn4ccnc4)c(C)c3cc2c1C
→ -6	x	-10	-3	x	26	x	4
> Cc1cccc(C(=O)O/N=C(/c2ccccc2)c2ccncc2)c1
→ -4	4.4	3	-1	-12	2	0.0	-14
> Cc1ccc2c(c1)C(c1ccccc1)CC(=O)O2 (stereo unspecified)
→ -4	7.2	10	2	-8	-4	0.0	-3
> C[C@@H]1CN([C@@H](C)CO)C(=O)Cc2cc(N(C)C)ccc2O[C@@H]1CN(C)Cc1ccc(C(=O)Nc2ccccc2N)cc1
→ -16	5.6	u	-4	-18	0	-0.6	8
> O=C(CN(C(=O)c1csnn1)c1cccc2ccccc12)NCc1ccccc1
→ 15	x	11	7	-6	5	0.1	-13
> CC(=O)N[C@@H]1CC[C@H](CCNC(=O)C2CCCC2)O[C@H]1CO
→ -3	-1.0	2	1	x	-9	-0.6	-7
> O=C(/C=C/c1ccc2ccccc2n1)N1CCN(S(=O)(=O)c2ccc(F)cc2)CC1
→ x	1.3	25	-12	-1	x	0.2	-81
> C[C@@H]1CCCCO[C@@H](CN(C)S(=O)(=O)c2cccs2)[C@@H](C)CN([C@@H](C)CO)C(=O)c2cc(NC(=O)c3ccncc3)ccc2O1
→ -1	x	1	-6	-16	-5	0.1	-25
> CC(C)(C)OC(=O)NNc1c2ccccc2nc2ccccc12
→ 25	0.3	-24	2	1	18	0.4	-5
> CSC1=NS(=O)(=O)c2c(C)nn(C)c2S1
→ x	x	24	-6	2	-21	0.0	-11
> COc1ccc(-c2cc(C)no2)cc1S(=O)(=O)N1CCCN(Cc2ccccc2Cl)C1
→ -2	x	12	-4	-3	x	0.2	-32
> COc1ccccc1N1CCN(C2CCCN(Cc3ccccc3OCCO)C2)CC1 (stereo unspecified)
→ 7	0.1	14	7	-3	10	0.2	-5
> O=C(c1ccccc1)N1CCN(c2ccc(NCc3ccc4c(c3)OCO4)cc2)CC1
→ 1	x	3	1	5	6	-0.2	-18
> C[C@H]1CCC[C@]2(O[C@@H](CCO)C[C@@H](O)[C@@H]2O)O1
→ 8	0.0	-4	-5	-2	5	0.0	8
> COc1ccc(N2CCN(C(=S)Nc3ccc(C)cc3C)CC2)cc1
→ x	x	5	2	x	x	0.1	5
> O=S(=O)(NC(=S)Nc1ccccc1)c1ccc(F)cc1
→ -3	0.0	4	-2	-1	-4	-0.1	-2
> CC(C)NC(=O)NC(=O)CSc1nnc(COc2ccccc2F)n1C(C)C1CC2CCC1C2 (stereo unspecified)
→ 5	x	13	0	x	-6	x	-14
> O=C(N/N=C/c1ccccc1C(=O)O)c1cccc(S(=O)(=O)Nc2cc(Cl)ccc2Cl)c1
→ -7	-0.2	9	-3	3	-15	1.6	-22
> CCNC(=O)Nc1ccc2c(c1)C(=O)N(C)[C@H]1CC[C@@H](CC(=O)NCC3CC3)O[C@@H]1CO2
→ 3	-0.1	-2	x	9	5	0.1	x
> CC(C)NC(=O)N(C)C[C@@H]1Oc2ccc(NC(=O)Cc3cn(C)c4ccccc34)cc2C(=O)N([C@@H](C)CO)C[C@@H]1C
→ -3	4.8	-2	-33	x	-6	-0.1	18
> O=C1OCCC1=COCCCCCCOC=C1CCOC1=O
→ 2	-0.1	-4	-1	2	-12	0.3	-11
> CCOc1ccc2oc(C(=O)NNC(=O)c3ccccc3O)c(C)c2c1
→ 48*	x	-31	-12	x	3	0.1	-14
> COC(=O)c1cc(NC(=O)c2ccc(-c3ccccc3)cc2)ccc1Cl
→ x	x	4	-7	-6	-1	0.1	-5
> O=C(N/C=C/c1ccccc1)c1ccccc1
→ x	-0.2	-45	-1	4	-5	0.1	-5
> Cc1ccccc1C1C(=O)c2ccccc2C1=O
→ -7	x	14	-1	2	11	-0.1	6
> C[C@@H]1CN([C@H](C)CO)C(=O)c2cccc(NC(=O)c3cnccn3)c2O[C@@H]1CN(C)S(=O)(=O)c1ccccc1
→ -2	0.0	2	x	x	x	-0.1	x
> CCN(CC)S(=O)(=O)c1ccc(N2CC(C(=O)N3Cc4ccccc4CC3C(N)=O)CC2=O)cc1 (stereo unspecified)
→ -8	x	-1	-5	2	11	0.2	-52
> COc1cc(CN2C[C@@H](CO)O[C@@H](n3cnc4c(N(C)C(C)C)ncnc43)C2)cc(OC)c1OC
→ 3	-0.1	-1	-2	8	-5	0.1	-1

Profiles, looked up by structure.
Profile of Cc1ccccc1-c1nnc(SCc2ccc(F)cc2)o1 = esBAF inh = 28; E-sel inducer = x; EWS-Fli inh = x; S100A4 inh HTS = 0; FN deposit inh = x; RAD54 branch = 2; Xi reactivation = x; RAD52 anneal inh = 0
Profile of CCNC(=O)Nc1ccc2c(c1)C(=O)N(C)[C@H]1CC[C@@H](CC(=O)NCC3CC3)O[C@@H]1CO2 = esBAF inh = 3; E-sel inducer = -0.1; EWS-Fli inh = -2; S100A4 inh HTS = x; FN deposit inh = 9; RAD54 branch = 5; Xi reactivation = 0.1; RAD52 anneal inh = x

Remaining list, next part:
Values run as follows: esBAF inh	E-sel inducer	EWS-Fli inh	S100A4 inh HTS	FN deposit inh	RAD54 branch	Xi reactivation	RAD52 anneal inh
> C[C@@H]1CN([C@@H](C)CO)C(=O)c2cc(NC(=O)Cn3cnnn3)ccc2O[C@H]1CN(C)Cc1ccc(C(=O)Nc2ccccc2N)cc1
→ 0	-0.1	-3	7	-11	5	0.3	-6
> Clc1ccc(-n2nnc(-c3cccnc3Cl)n2)cc1Cl
→ 55*	0.0	-126	3	-1	7	0.0	-4
> C[C@H]1CN([C@@H](C)CO)C(=O)c2cccc(NS(=O)(=O)c3ccc(Cl)cc3)c2O[C@H]1CN(C)CC1CC1
→ -10	0.4	14	4	x	-4	0.0	4
> CO[C@@H]1CN(C)C(=O)c2cc(NC(=O)C3CCC3)ccc2OC[C@@H](C)N(Cc2ccncc2)C[C@@H]1C
→ 0	-0.1	-4	-3	-4	0	-0.2	12
> COc1ccccc1NC(=O)CCCC(=O)OC(C)C(=O)c1ccccc1 (stereo unspecified)
→ 0	0.1	-7	5	0	x	0.1	-1
> CCN1CCN(CCCN(Cc2ccco2)C(=S)Nc2ccc(C)c(Cl)c2)CC1
→ x	0.0	-3	-6	-15	x	-0.3	22
> COc1ccc(NC(=O)Nc2ccc3c(c2)C(=O)N([C@H](C)CO)C[C@H](C)[C@H](CN(C)S(=O)(=O)c2ccc(OC)cc2)OCCCC[C@@H](C)O3)cc1
→ 7	-0.4	-14	x	-5	6	0.0	x
> O=C(C[n+]1ccc(-c2nnc3n2CCCCC3)cc1)c1ccc(Cl)cc1
→ x	0.4	-2	-2	2	x	-0.1	0
> COc1ccc(C(=O)c2ccsc2N)cc1
→ x	x	-31	-3	-5	x	0.0	-33
> CCOC(=O)C(=NCCCN(C)C)NNc1ccc(Br)cc1
→ x	-0.1	-1	-13	-7	x	0.1	-10
> CN(C)C(=O)C[C@H]1CC[C@H]2[C@H](COc3ccc(NS(=O)(=O)c4cccc(F)c4)cc3C(=O)N2C)O1
→ -6	0.0	-2	24	3	-5	0.1	6
> COc1cccc(N(CC(=O)NCCSCc2ccc(Cl)cc2)S(C)(=O)=O)c1
→ -6	-0.1	5	7	-1	-4	0.1	-3
> CCc1ccc(OCC(=O)NC2CC(C)(C)NC(C)(C)C2)cc1
→ x	-0.1	2	-2	5	x	0.2	-10
> CC(=O)Nc1ccc(OCCOc2ccc(NC(C)=O)cc2)cc1
→ -1	0.0	-1	-1	-6	-6	0.1	1
> CN(Cc1cccs1)C(=O)CSc1nc(N)cc(N)n1
→ x	2.0	5	-9	1	x	-0.1	-18
> CC(=O)c1cccc(N(C(=O)c2ccccn2)C(C(=O)NC2CCCCC2)c2cccs2)c1 (stereo unspecified)
→ -4	x	-10	3	x	0	x	-11
> Cc1ccccc1-n1c(=S)[nH]c2nc3c(cc2c1=O)CCCC3
→ x	x	3	0	2	x	0.1	-7
